# Screening data from PubChem BioAssay.
# Cycloheximide cs: counter-screen hit for Shiga toxin inhibitors, cycloheximide | cell reporter, cycloheximide protein synthesis inhibition counterscreen | max response, % | 12% of 300,000 active | AID 2314; in the data active means max response mostly above about 13%, no sharp cut-off; inactive means mostly below about 14%; further: read at 38.3 µM for the half of the compounds with a filed dose; 0% is about no effect
# AmpC inh detg: blocks E. coli AmpC beta-lactamase in detergent assay | P00811 | AmpC hydrolysis of nitrocefin, absorbance 480 nm, 0.01% Triton | 0.041% of 370,000 active | Potency, µM (series often up to 114 µM), inactives show top-dose activity change, negative = inhibition, actives largely listed as inhibitors | AID 485294;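 further: potency means the concentration at half of the fitted maximal effect; 0% = no-compound wells and -100% = no-enzyme wells; nearly all actives have a fitted effect of over 25% in size; some results filed as inactive show a strong effect at the top dose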
# Target sequence (P00811 whole entry, looked up): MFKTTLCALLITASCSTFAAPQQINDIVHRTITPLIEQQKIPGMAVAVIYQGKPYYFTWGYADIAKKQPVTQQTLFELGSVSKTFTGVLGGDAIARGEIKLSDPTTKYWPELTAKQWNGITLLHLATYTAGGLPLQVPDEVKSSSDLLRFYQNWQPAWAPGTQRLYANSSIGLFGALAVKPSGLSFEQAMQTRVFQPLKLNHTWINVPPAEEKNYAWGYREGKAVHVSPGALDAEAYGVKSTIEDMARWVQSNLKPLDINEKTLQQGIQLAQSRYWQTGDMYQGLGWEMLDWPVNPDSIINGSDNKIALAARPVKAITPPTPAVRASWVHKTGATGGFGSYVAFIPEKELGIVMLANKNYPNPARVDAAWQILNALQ
#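 20 mM phosphate pH 7.0 + 0.01% (detergent screen) or 0.0001% Triton X-100; 5.3 nM AmpC reagent; cpd preinc 15 min RT; nitrocefin (800 uM stock) to start; A480 q20 s × 4 min; Activity was normalised to no-enzyme and no-compound control wells.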
# HCMV antiviral: human cytomegalovirus inhibition; HFF cells, HCMV-luciferase reporter, 72 h; hits give low values; 4.5% of 410,000 active; activity change, negative = inhibition, % at 57.5 µM; in the data active means activity change below about -60%; inconclusive means no clear call, values can overlap the other calls; inactive means above about -39%; further: on the % scale 0 is the no-effect control and ±100 the full control effect
#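 Compounds were evaluated in HFFs infected with an HCMV luciferase reporter virus (MOI 1 PFU/cell). Luciferase in lysates collected 72 h post infection served as the replication measure.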
# Giardia FBPA inh: Giardia lamblia aldolase inhibition. A8B2U2. 0.71% of 290,000 active. AID 2451. purified Giardia FBPA. Potency, µM (titrated, usually from 59.6 µM), inactives show at the highest dose activity, negative = inhibition, most hits filed as inhibitors; further: potency means the concentration at half of the fitted maximal effect; on the % scale 0 is the no-effect control and ±100 the full control effect; nearly all actives have a fitted effect of over 55% in size
# Target sequence (A8B2U2 whole entry, looked up): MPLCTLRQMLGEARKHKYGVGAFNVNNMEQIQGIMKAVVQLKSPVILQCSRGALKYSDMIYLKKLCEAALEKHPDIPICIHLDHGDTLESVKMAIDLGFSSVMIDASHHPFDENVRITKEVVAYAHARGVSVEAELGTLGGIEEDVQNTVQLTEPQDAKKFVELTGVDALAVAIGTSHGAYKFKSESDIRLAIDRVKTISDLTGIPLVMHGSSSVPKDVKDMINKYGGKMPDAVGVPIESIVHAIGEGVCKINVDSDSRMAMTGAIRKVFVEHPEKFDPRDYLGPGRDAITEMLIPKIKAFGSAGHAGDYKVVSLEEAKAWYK
#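 Giardia FBPA (40 nM reagent) was preincubated 10 min at RT with compound (up to 57.5 uM final), then substrate plus GAPDH/TPI/NAD/arsenate coupling system with diaphorase/resazurin was added; resorufin fluorescence (525/598 nm) was read after 20 min.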
# AMA1 RON2 block: AMA1-RON2 (P. falciparum) interaction inhibition; Potency, µM (top dose mostly 58.2 µM), inactives show at the top dose activity change, negative = inhibition, actives largely listed as inhibitors; AlphaScreen AMA1-biotinylated RON2 peptide binding; AID 720542; 0.2% of 360,000 active;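 further: potency means the concentration at half of the fitted maximal effect; 0% = vehicle wells and -100% = peptide control; nearly all actives have a fitted effect of over 45% in size; some results filed as inactive show a strong effect at the top dose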
#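 AMA1 (3D7) with his tag at 25 nM final met compounds first, then biotinylated RON2 peptide at 25 nM; detection used donor plus acceptor beads, 10 µg/mL apiece, read by AlphaScreen after 30 min at room temperature.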
# AmpC no deterg: inhibitors of E. coli AmpC beta-lactamase without detergent | 0.52% of 330,000 active | P00811 | AmpC nitrocefin hydrolysis, absorbance 480 nm, 0.0001% Triton | Potency, µM (doses to about 57.1 µM), inactives show at the top dose activity change, negative = inhibition, usual class: inhibitors | AID 485341;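 further: potency means the concentration at half of the fitted maximal effect; plate controls were no compound for no effect and no enzyme for full effect; nearly all actives have a fitted effect of over 20% in size; some results filed as inactive show a strong effect at the top dose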
#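 20 mM phosphate pH 7.0 + 0.01% (detergent screen) or 0.0001% Triton X-100; 5.3 nM AmpC reagent; cpd preinc 15 min RT; nitrocefin (800 uM stock) to start; A480 q20 s × 4 min; Activity was normalised to no-enzyme and no-compound control wells.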
# Shiga toxin inh: Shiga toxin inhibition | Vero cells, Shiga toxin protein synthesis inhibition reporter | inhibition, % at 38.7 µM | 9.2% of 290,000 active; in the data active means inhibition mostly above about 28%, no sharp cut-off; inactive means mostly below about 43%; further: 0% is about no effect
# An asterisk follows results filed as active; ? = inconclusive; / = no result given; & = joins results of further samples; [ ] = remark or other dose. Unless noted, the call rests on the fitted dose curve; in most records, active means well fitted curve in the direction sought with a large enough effect; inconclusive means small, poorly fitted or top-dose-only effect, or another doubt; inactive means no such curve, though single readings can be large; an effect the other way counts as inactive or inconclusive.
SMILES,Cycloheximide cs,AmpC inh detg,HCMV antiviral,Giardia FBPA inh,AMA1 RON2 block,AmpC no deterg,Shiga toxin inh
COc1ccccc1OC(C)C(=O)N1CCC(Cc2ccccc2)CC1 (stereo not given),-3,5%,9,6%,-1%,121%[activator],-11
NC(=O)NC(=O)CN1c2cccc3cccc(c23)S1(=O)=O,-7,-9%,-10,-4%,12%,-14%,-8
C=CCN1C(=O)/C(=C\C=C2\N(C)c3ccccc3C2(C)C)SC1=S,-1,-7%,?,-1%,9%,3%,-11
O=C(Nc1ccc(S(=O)(=O)N2CCOCC2)cc1)C1CCN(S(=O)(=O)c2ccccc2)CC1,/,-6%,2,/,-12%,1%,/
CS(=O)(=O)CCC(C(=O)OCc1ccc(Br)cc1)N1C(=O)c2ccccc2C1=O (stereo not given),-4,?,-3,-3%,-7%,168%[activator],-8
CCn1c(SCC(=O)OC2CCCCC2)nc2ccccc2c1=O,22,-8%,-14,10%,-8%,-2%,-15
COc1ccc(N(C(=O)c2snc(C(N)=O)c2N)C(C(=O)NCc2ccccc2)c2ccc(F)cc2)c(OC)c1 (stereo not given),-1,1%,-80*,5%,-15%,47%,-5
CCOc1ccccc1NC(=O)N1CCC(c2nc3ccccc3[nH]2)CC1,-4,2%,30,0%,-5%,-37%,-11
Cc1onc(C(=O)Nc2ccc(OC(F)(F)F)cc2)c1[N+](=O)[O-],57*,-5%,/,/,-5%,-38%,89*
COc1cc(CN2CC(C)CC(C)C2)cc([N+](=O)[O-])c1O (stereo not given),-1,-11%,?,-13%,-7%,-20%,-13
CCCCCCOc1ccc(C(=O)O)cc1C#N,-2,-17%,0,27%,-4%,-7%,-5
CCc1nc2ccccc2n1CC1CC1(Cl)Cl (stereo not given),4,4%,-19,19%,-6%,6%,-15
O=C(Nc1nnc(-c2ccc3c(c2)CCCC3)o1)c1ccccc1Cl,-2,-12%,32,?,140%[activator],-53%,5
COC(=O)C1CCCCN1C(=O)CCc1nnc(CCc2c[nH]c3ccccc23)o1 (stereo not given),-2,8%,-5,-3%,-2%,97%[activator],40
CN(C)c1cccc(C(=O)NNC(=O)CN2C(=O)C3CC=CCC3C2=O)c1 (stereo not given),/,/,-37,/,18%,-22%,/
Cc1ccc(C)c(N2CN(Cc3cccnc3)CNC2=S)c1,-1,-4%,3,1%,1%,-11%,-1
CSc1nc(-c2ccccc2)nc2c1COC(C)(C)C2,8,-14%,-21,-1%,12%,-11%,-17
COc1cc(C=NNC(=O)c2cccnc2)ccc1OC(=O)c1ccccc1F,/,/,-23,/,6%,-4%,/
Cc1cccc(C(=O)NCC2CCCO2)c1 (stereo not given),11,?,27,3%,9%,-15%,30
Cc1ccc(OCC(=O)N2c3ccccc3NC(=O)C2(C)C)c([N+](=O)[O-])n1,7,-3%,-9,1%,-6%,-16%,11
CCc1ccc(C(CC(=O)c2ccc(Cl)cc2)C(=O)O)cc1 (stereo not given),-3,-2%,-3,6%,22%,-20%,16
COc1ccc(C(=O)Nc2nc(-c3ccc([N+](=O)[O-])cc3)c(-c3ccc(OC)cc3)s2)cc1,-3,1%,83,0%,24%,-17%,-12
CCOC(=O)c1sc(/N=C/c2ccc(O)cc2O)cc1C,40*,3%,28,1%,-6%,-9%,41*
CC(C)(C)C(=O)Cn1c[n+](N)cn1,1,?,-14,-23%,2%,-13%,-5
CC(C)n1cc(/C=C/c2cc[n+](C)cc2)c2ccccc21,-2,-8%,-95*,?,6%,15%,-1
Cc1[nH]nc2c1C(c1ccc3c(c1)OCO3)C(C#N)=C(N)O2 (stereo not given),1,?,?,2%,0%,-19%,9
O=C(NNC(=O)c1cc(-c2ccco2)nc2ccccc12)c1ccccc1,11,-6%,15,-4%,52%[activator],-30%,21
CNC(=O)c1ccccc1NC(=O)c1cccc(S(=O)(=O)N2CCC(C)CC2)c1,9,-2%,-35,-2%,-13%,-11%,-22
CC1CCN(CCNC(=O)C2CCCN(S(=O)(=O)c3cccc4nsnc34)C2)CC1 (stereo not given),-4,-12%,-34,3%,5%,1%,-3
O=C(/C=C/c1ccc(F)cc1)N1CCN(S(=O)(=O)/C=C/c2ccccc2)CC1,1,-8%,?,3%,-10%,-13%,7
c1ccc(-n2nnc(-c3cccnc3)n2)cc1,41*,5%,36,5%,6%,-32%,44*
COc1ccc(-c2noc(CCC(=O)NCC3CCCO3)n2)cc1OC (stereo not given),11,-2%,-18,8%,-9%,0%,17
Cc1ccc2nc3c(cc2c1)c(C)nn3-c1ccccc1,-2,-9%,154,20%,198%[activator],-2%,-2
Cc1cc(OCc2cc(C(=O)NCc3csc(C(C)C)n3)no2)cc(C)c1Cl,20*,-4%,-20,-3%,-15%,-18%,7
COc1ccc(Nc2cc(C(=O)NCCCOC(C)C)c3ccccc3n2)c(OC)c1,2,1%,-6,-4%,-1%,92%[activator],-4
CC(=O)c1cccc(NC(=O)N2CCC(NC(=O)C34CC5CC(CC(C5)C3)C4)CC2)c1,2,2%,29,2%,3%,2%,-5
CC(=O)N1CCCc2ccccc21,-1,-15%,9,-1%,-5%,-28%,-4
CC(O)CNc1nc2ccccc2n1CC(=O)NCCc1ccc(Cl)cc1 (stereo not given),-2,2%,6,7%,-2%,28%,-9
CC1CN(C(=O)c2cc3cc([N+](=O)[O-])ccc3s2)CC(C)O1 (stereo not given),-4,3%,?,2%,-1%,-9%,-3
O=C(C(=O)N1CCC2(CC1)OCCO2)c1c[nH]c2ccccc12,4,7%,27,4%,0%,0%,14
O=C(CN1Cc2ccccc2C1=O)Nc1ccc2c(c1)OCCO2,83*,0%,0,9%,5%,2%,85*
C[C@]12CCC(=O)C=C1CC[C@@H]1C2[C@H](O)C[C@]2(C)C(=O)CCC12 (stereo not given in full),-1,-4%,32,-1%,1%,-12%,-3
CC(=O)N[C@@H]1[C@@H](O)[C@@H]2OC(c3ccccc3)OC[C@H]2O[C@@H]1N=[N+]=[N-] (stereo not given in full),-3,-3%,-9,15%,22%,1%,15
Cc1cc(C)n2nc(-c3sccc3-n3cccc3)cc2n1,-3,4%,26,4%,-6%,2%,-14
NS(=O)(=O)c1ccc(NC(=O)C(Sc2ccccc2)c2ccccc2)cc1 (stereo not given),-5,?,-28,2%,-4%,-32%,-16
COc1ccc(-n2c(-c3ccc(Cl)cc3)c[n+]3c2CCc2ccccc2-3)cc1,-1,7%,-99*,2%,-12%,1%,12
Cc1cc(C)c2[nH]c(=O)c(C(c3nnnn3Cc3ccc4c(c3)OCO4)N3CCCC3)cc2c1 (stereo not given),-3,?,-11,-8%,28%,25%,-8
Clc1ccc(Cn2ccc(C3CC3)n2)cc1,31*,1%,-30,1%,-11%,11%,66*
COc1ccc(OC)c(NC(=O)C2CC(=O)N(c3ccc(Br)cc3)C2)c1 (stereo not given),-1,?,3,0%,-15%,1%,-6
Cc1ccc(C(=O)NCC(=O)O)o1,5,-1%,?,1%,-9%,-13%,-11

# The listing continues:
SMILES,Cycloheximide cs,AmpC inh detg,HCMV antiviral,Giardia FBPA inh,AMA1 RON2 block,AmpC no deterg,Shiga toxin inh
CCN1C(=O)[C@H]2[C@@H](c3ccc(C)cc3)N3C(=O)N(c4cccc(Cl)c4)C(=O)[C@@]3(Cc3ccc(Cl)cc3)[C@H]2C1=O,/,-1%,-16,/,-16%,90%[activator],/
CCn1c(COc2ccccc2C(N)=O)nc2ccccc21,-3,-15%,-6,7%,10%,-10%,4
O=C(NC1CC2CCC(C1)N2Cc1ccccc1)c1ccccc1Cl (stereo not given),-2,-11%,13,-7%,2%,-21%,-2
COc1ccc(O[C@H]2C=C[C@@H](c3ccccc3)O[C@@H]2CO/N=C(\C)CCC(=O)OC[C@H]2O[C@H](c3ccccc3)C=C[C@@H]2Oc2ccc(OC)cc2)cc1,-1,?,/,-2%,/,-43%,4
COc1ccc(NC(=O)C2CCN(S(=O)(=O)c3cccnc3)CC2)cc1Cl,-2,-10%,?,-2%,-9%,-10%,-15
O=C(c1ccc2c(c1)CCN2S(=O)(=O)c1ccccc1)N1CCN(c2ccccc2F)CC1,-3,-6%&-4%,-13&8,/,4%,-5%,-5
COc1coc(C(O)C[N+](=O)[O-])cc1=O (stereo not given),-1,-14%,-28,-19%,?,-15%,-5
O=C(OC1CCc2ccccc2C1=O)c1ccccc1O (stereo not given),41*,5%,-31,-29%,26%,-36%,90*
COc1ccc(C(=O)OCC(=O)Nc2c(C)cccc2C)cc1,6,-4%,-39,-1%,0%,18%,-8
CN(NC(=O)Nc1ccccc1)c1cnn(C)c(=O)c1Cl,0,5%,25,5%,5%,-6%,-4
CCOc1ccccc1OCC(=O)Nc1ccccc1C(=O)NC1CC1,/,-7%,-23,/,-1%,5%,/
COCCCN1C(=O)C(=O)/C(=C(/O)c2ccc(S(=O)(=O)N3CCOCC3)cc2)C1c1ccc(C(C)C)cc1 (stereo not given),0,3%,-29,2%,-7%,-8%,24
CCC1(C)CC(=O)N(c2ccc(F)c(Cl)c2)C(=O)C1,2,3%,-37,2%,-4%,-2%,-2
O=c1[nH]nc(Cc2ccc(-c3ccccc3Cl)o2)c2ccccc12,2,-2%,6,-4%,9%,?,24
CCOc1ccc(Nc2nc(N)c([N+](=O)[O-])c(N3CCOCC3)n2)cc1,-6,0%,11,3%,-9%,-16%,2
CC1CC(C)CN(C(=O)COC(=O)c2c[nH]c3ccccc23)C1 (stereo not given),/,2%,-2,/,-2%,-2%,/
CCc1cccc(NC(=O)C2CCCN2S(=O)(=O)c2ccccc2C(F)(F)F)c1 (stereo not given),/,-17%,-5,/,16%,1%,/
CCCNC(=S)NNC(=O)c1cccs1,2,-1%,69,-9%,55%[activator],-9%,-6
CCOc1ccc(N2CC(C(=O)NCc3ccco3)CC2=O)cc1 (stereo not given),0,-16%,-23,8%,-4%,-1%,-15

# This is a random part of the collection. About 16% of those tested had a hit in this group.
